Screening data: PubChem BioAssay, Sanford-Burnham Center for Chemical Genomics
NALP3 yeast inh – blocks the NALP3 inflammasome reconstituted in yeast. Yeast reconstituted NLRP3/ASC/caspase-1, beta-gal luminescence, 24 h. inhibition, % at 10 µM. actives 0.39% (n = 330,000). AID 2825;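 active = inhibition of 50% or more; inactive = inhibition below 50%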;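 note: plate controls were induced DMSO wells for no effect and uninduced yeast grown without galactose for full effect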
A3G deaminase – APOBEC3G (human) deaminase inhibition; recombinant A3G, ssDNA deamination FAM/TAMRA fluorescence; Q9HC16; AID 493012; inhibition, % at 20 µM; actives 0.28% (n = 330,000);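 active = inhibition of at least 40% at 20 µM, with no more than 30% in the related APOBEC3A deaminase screen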;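 note: plate controls were DMSO wells with A3G for no effect and wells lacking A3G enzyme for full effect; some compounds called inactive have numbers as strong as hits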
A3A deaminase – human APOBEC3A DNA deaminase inhibition. inhibition, % at 20 µM. actives 0.41% (n = 330,000). AID 493011. P31941. recombinant A3A, FAM/TAMRA ssDNA deamination fluorescence;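 active = at least 40% inhibition at 20 µM here, with at most 30% in a related deaminase screen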;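 note: plate controls were A3A with DMSO for no effect and wells lacking A3A enzyme for full effect; some results filed as inactive read as strong as hits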
Target sequence (P31941 whole entry, looked up): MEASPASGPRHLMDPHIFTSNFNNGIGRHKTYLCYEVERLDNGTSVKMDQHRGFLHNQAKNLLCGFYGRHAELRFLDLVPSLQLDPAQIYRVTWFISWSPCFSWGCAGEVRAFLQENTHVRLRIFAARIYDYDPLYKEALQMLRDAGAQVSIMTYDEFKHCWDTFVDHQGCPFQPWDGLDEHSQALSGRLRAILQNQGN
mIAP inh – mouse IAP inhibition | purified mouse IAP, CDP-Star luminescence, 30 min | inhibition, % at 10 µM | actives 0.2% (n = 330,000) | AID 2806;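 active = inhibition of at least 40% at 10 µM in the primary screen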;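 note: plate controls were DMSO with enzyme for no effect and no enzyme wells for full effect; values of inactives mirror those of a sister screen read the other way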
mIAP activ – increases mouse intestinal alkaline phosphatase activity; muIAP, CDP-Star luminescence, 30 min; active compounds read high; 1 = vehicle-only enzyme signal, 0 = enzyme-free wells; activation factor at 10 µM; actives 0.24% (n = 330,000); AID 2805;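 active = activation factor of at least 2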; note: the source names both 10 and 20 µM as test concentration; values of inactives mirror those of a sister screen read the other way
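Assay system: mouse IAP enzyme; Reagent: CDP-Star chemiluminescent phosphatase substrate; Compound: DMSO-dissolved test compounds; Incubation: 30 min, room temperature; Technique: luminescence from enzymatic CDP-Star hydrolysis; Controls: DMSO-only wells and no-enzyme negative control.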
hIAP block – human IAP inhibition. P09923. purified IAP, CDP-Star luminescence, 30 min. inhibition, % at 10 µM. actives 0.12% (n = 330,000);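 active = inhibition reaching a set limit with compound at 10 µM in the primary screen, cut at about 35% in these data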;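 note: plate controls were DMSO wells with enzyme for no effect and no-enzyme buffer wells for full effect; values of inactives mirror those of a sister screen read the other way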
Target sequence (P09923 whole entry, looked up): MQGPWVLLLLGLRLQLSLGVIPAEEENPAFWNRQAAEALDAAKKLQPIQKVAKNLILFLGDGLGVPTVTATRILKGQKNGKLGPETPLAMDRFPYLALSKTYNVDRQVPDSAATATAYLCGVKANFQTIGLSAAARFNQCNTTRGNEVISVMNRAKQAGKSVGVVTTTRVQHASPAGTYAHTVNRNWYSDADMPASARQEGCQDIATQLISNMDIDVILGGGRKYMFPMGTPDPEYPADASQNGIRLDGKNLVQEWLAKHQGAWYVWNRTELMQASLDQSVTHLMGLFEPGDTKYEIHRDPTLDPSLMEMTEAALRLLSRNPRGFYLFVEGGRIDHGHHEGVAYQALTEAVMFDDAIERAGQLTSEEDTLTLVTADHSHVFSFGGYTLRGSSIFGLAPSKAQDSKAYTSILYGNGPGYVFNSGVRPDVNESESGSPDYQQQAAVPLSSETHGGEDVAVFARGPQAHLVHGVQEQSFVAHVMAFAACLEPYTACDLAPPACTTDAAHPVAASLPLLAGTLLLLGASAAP
TIM10 inh – TIM10 yeast growth inhibition | S. cerevisiae TIM10 strain growth, BacTiter-Glo luminescence, 24 h | inhibition, % at 10 µM | actives 1.4% (n = 330,000);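 active = inhibition of 40% or more at the single tested concentration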;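 note: wild-type TIM10 isogenic control strain grown at permissive 25 °C; 0% = DMSO yeast wells and 100% = minimal medium wells without yeast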
beta cell repl – induces beta-cell replication in MIN6 cells; MIN6 cells proliferation, ATPlite luminescence, 48 h; cells starved in 0.2% serum; 100% = growth in 10% serum; proliferation, % at 10 µM; actives 0.29% (n = 330,000); AID 2380;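 active = compounds whose signal lies at least 3.5 SD above the mean of all wells on their plate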;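 note: 0% = DMSO-treated cells in low-serum medium and 100% = 10% serum control; some compounds called inactive have numbers as strong as hits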
tim10-1 inh – inhibits growth of tim10-1 mutant yeast; S. cerevisiae tim10-1 ts strain growth, BacTiter-Glo, 24 h; inhibition, % at 20 µM; actives 2.2% (n = 330,000);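 active = inhibition of at least 40%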;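 note: mutant grown at 25 °C; 0% = DMSO wells with yeast and 100% = wells holding no yeast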
The depositor's hits bear a star.

The opening 15 records (preview)
SMILES	NALP3 yeast inh	A3G deaminase	A3A deaminase	mIAP inh	mIAP activ	hIAP block	TIM10 inh	beta cell repl	tim10-1 inh
O=c1c2c3c(sc2nc2n1CCCC2)CCCCC3	11	1	-2	-10	1.1	-6	12	0	25
Cc1cc(=O)n2nc(N3CCC(C(=O)NC4CCCc5ccccc54)CC3)sc2n1 (stereo not given)	18	-5	0	2	0.98	-6	8	-3	7
C#CCOCCOCCOCCNc1nc(N2CCN(C(=O)CCCCCCCCCCNC(=O)[C@@H](CCSC)n3cc(CCO)nn3)CC2)nc(N2CCN(C(=O)CCCCCCCCCCNC(=O)[C@H]([C@@H](C)CC)n3cc(CCCCCN)nn3)CC2)n1	19	-3	-5	-250	3.5*	3	9	-8	18
C[C@H](NC(=O)c1nc[nH]c1C(=O)N1CCc2ccccc2C1)C(=O)OC(C)(C)C	11	34	-5	-14	1.1	-170	7	-8	18
CCOc1ccc(C(CC(=O)O)n2cnnn2)cc1OC (stereo not given)	8	-3	1	2	0.98	4	-1	-2	4
Cc1ccccc1CSc1nnnn1-c1ccc(C(N)=O)cc1	0	-10	-2	0	1	-3	14	4	-11
O=C(NC(=S)Nc1ccccn1)c1ccc(-c2ccccc2)cc1	48	-13	-6	20	0.8	-8	-3	-5	26
COc1cc(/C=C2\SC(=O)N(CC(=O)Nc3ccc(C)cc3)C2=O)cc(Cl)c1OCC(=O)O	12	-4	10	3	0.97	-21	-1	-3	10
CCOc1ccc(CN2CCN(Cc3ccsc3)C(CCO)C2)cc1CO (stereo not given)	0	-6	2	5	0.95	-50	-3	-3	4
COCCOC(=O)c1c(C)n(C)c2ccc(OC(=O)c3ccco3)cc12	5	-4	-2	0	1	10	-1	-1	14
COc1ccc(NC(=S)NNC(=S)Nc2cccc(C(F)(F)F)c2)cc1	31	0	-4	15	0.85	16	29	-3	30
O=C1NC(=O)N(Cc2ccccc2)C1=O	6	-4	0	2	0.97	-24	-8	1	0
Cc1cc(N2C(=O)C(O)=C(C(=O)c3cc4ccccc4o3)C2c2cccc(Br)c2)no1 (stereo not given)	10	-4	-3	19	0.81	2	-4	-4	8
O=C(NCCCN1CCOCC1)C(=O)NCc1ccccc1Cl	0	-3	-7	-14	1.1	-21	-6	-1	9
NCCc1ccn[nH]1	9	-4	3	-1	1	0	2	0	-8

Results, repeating the preview:
SMILES	NALP3 yeast inh	A3G deaminase	A3A deaminase	mIAP inh	mIAP activ	hIAP block	TIM10 inh	beta cell repl	tim10-1 inh
O=c1c2c3c(sc2nc2n1CCCC2)CCCCC3	11	1	-2	-10	1.1	-6	12	0	25
Cc1cc(=O)n2nc(N3CCC(C(=O)NC4CCCc5ccccc54)CC3)sc2n1 (stereo not given)	18	-5	0	2	0.98	-6	8	-3	7
C#CCOCCOCCOCCNc1nc(N2CCN(C(=O)CCCCCCCCCCNC(=O)[C@@H](CCSC)n3cc(CCO)nn3)CC2)nc(N2CCN(C(=O)CCCCCCCCCCNC(=O)[C@H]([C@@H](C)CC)n3cc(CCCCCN)nn3)CC2)n1	19	-3	-5	-250	3.5*	3	9	-8	18
C[C@H](NC(=O)c1nc[nH]c1C(=O)N1CCc2ccccc2C1)C(=O)OC(C)(C)C	11	34	-5	-14	1.1	-170	7	-8	18
CCOc1ccc(C(CC(=O)O)n2cnnn2)cc1OC (stereo not given)	8	-3	1	2	0.98	4	-1	-2	4
Cc1ccccc1CSc1nnnn1-c1ccc(C(N)=O)cc1	0	-10	-2	0	1	-3	14	4	-11
O=C(NC(=S)Nc1ccccn1)c1ccc(-c2ccccc2)cc1	48	-13	-6	20	0.8	-8	-3	-5	26
COc1cc(/C=C2\SC(=O)N(CC(=O)Nc3ccc(C)cc3)C2=O)cc(Cl)c1OCC(=O)O	12	-4	10	3	0.97	-21	-1	-3	10
CCOc1ccc(CN2CCN(Cc3ccsc3)C(CCO)C2)cc1CO (stereo not given)	0	-6	2	5	0.95	-50	-3	-3	4
COCCOC(=O)c1c(C)n(C)c2ccc(OC(=O)c3ccco3)cc12	5	-4	-2	0	1	10	-1	-1	14
COc1ccc(NC(=S)NNC(=S)Nc2cccc(C(F)(F)F)c2)cc1	31	0	-4	15	0.85	16	29	-3	30
O=C1NC(=O)N(Cc2ccccc2)C1=O	6	-4	0	2	0.97	-24	-8	1	0
Cc1cc(N2C(=O)C(O)=C(C(=O)c3cc4ccccc4o3)C2c2cccc(Br)c2)no1 (stereo not given)	10	-4	-3	19	0.81	2	-4	-4	8
O=C(NCCCN1CCOCC1)C(=O)NCc1ccccc1Cl	0	-3	-7	-14	1.1	-21	-6	-1	9
NCCc1ccn[nH]1	9	-4	3	-1	1	0	2	0	-8
O=C(NCCCn1ccnc1)C(=O)NCC(c1cccnc1)N1CCN(c2ccccc2)CC1 (stereo not given)	9	-7	-8	-6	1.1	-32	7	-3	13
O=C(COC(=O)Cn1[nH]c(=O)c2ccccc2c1=O)Nc1ncc(Cl)cc1Cl	18	-7	2	4	0.96	-5	9	-4	-3
COc1ccccc1C1(CCN=Cc2ccc(N(C)C)cc2)CCOC(C)(C)C1 (stereo not given)	7	0	6	0	1	-3	3	0	-9
CCOC(=O)c1sc2cc([N+](=O)[O-])cc(SCC(=O)OC)c2c1N	13	-3	7	18	0.82	15	11	-2	39
COc1ccccc1CN1CCC(n2nccc2NC(=O)c2ccccc2Cl)CC1	-2	-8	-3	-2	1	-7	-10	5	11
C/C(Cn1ncc(N2CCOCC2)c(Cl)c1=O)=N\O	10	-11	-7	5	0.95	8	17	1	-11
C[C@@H](C(O)c1ccccc1)N(C)C(=O)CCc1ccccc1 (stereo not given in full)	8	-8	-3	-2	1	23	2	-2	7
Cc1ccc(NCc2ccccc2OCc2ccccc2F)cc1	-8	-5	-3	8	0.92	-4	22	-6	22
CC(C)(C)c1ccc(C(=O)NCC(=O)N2CCCC2)cc1	7	-4	-7	2	0.98	-9	6	-2	32
COc1ccc(C(=O)N2CCc3[nH]nc(-c4ccccc4)c3C2)cc1	8	4	2	-10	1.1	28	-45	4	28
COc1ccc(-n2nc(C(=O)NCC(=O)N(C)Cc3ccccc3)c3ccccc3c2=O)c(OC)c1	6	-7	-2	-1	1	-6	-11	1	-5
COC(=O)CC1Oc2ccccc2N(Cc2ccc(C)cc2)C1=O (stereo not given)	-43	-8	-4	0	0.99	11	25	-2	32
COC(C[C@H]1O[C@@H]1[C@H](O)COCc1ccccc1)OC	8	2	-4	-19	1.2	-16	-13	-4	21
O=C(Cn1cnc2ccccc2c1=O)Nc1nc2ccccc2s1	-14	-5	11	-4	1	3	-25	1	-30
CCc1ccc(C(C)NC(=O)/C(C#N)=C\c2cn[nH]c2-c2ccccc2)cc1 (stereo not given)	8	-4	-1	5	0.95	-23	12	-5	38
COc1ccc(NC(=O)COC(=O)c2cc([N+](=O)[O-])ccc2N2CCOCC2)cc1	11	1	5	0	1	-17	2	-3	8
O=c1[nH]c(=O)n(C(c2ccccc2)c2ccccc2)cc1Br	7	-6	-4	-1	1	-21	-25	1	11
CC1CCCN(c2nc3nonc3nc2N2CCCC(C)C2)C1 (stereo not given)	3	-2	2	8	0.92	6	3	4	34
Cc1nnsc1C(=O)NC1CCCc2c1cnn2-c1cc(F)cc(F)c1 (stereo not given)	27	-9	-3	5	0.95	-1	-2	-2	-3
Cc1ccc(S(=O)(=O)N(c2cccc(C(F)(F)F)c2)C2C=CS(=O)(=O)C2)cc1 (stereo not given)	4	-4	1	0	0.99	-13	20	-2	19
O=c1[nH]c2ccccc2c2nc(-c3cccc(S(=O)(=O)N4CCCC4)c3)nn12	11	-1	2	11	0.89	-2	17	1	5
Cc1ccc(/C=C/C(=O)OCC(=O)NCc2cccs2)o1	7	-6	-3	8	0.92	8	0	-5	9
CCC(C)NS(=O)(=O)c1ccc(OCC(=O)NCc2ccco2)cc1 (stereo not given)	19	4	8	0	1	-1	0	2	12
C/C(=N\OC(=O)c1ccc(F)cc1)c1ccc(F)c(F)c1	30	-6	-2	3	0.97	-4	9	-2	-7
Cc1nc(SCc2nc3ccc(Cl)cc3[nH]2)c2oc3ccccc3c2n1	35	-9	-4	17	0.83	2	-1	-5	21
Cc1nc(N2CCN(C(=O)c3ccco3)CC2)c2c3c(sc2n1)CCCC3	8	-6	-5	0	1	-8	12	-3	-3
COc1ccc(CCNC(=O)c2ccc3c(c2)N(Cc2ccc(F)cc2)CCS3)c(OC)c1	11	24	5	-30	1.3	2	6	-2	14
COC(=O)[C@H](CCSC)NC(=O)N1CCN(Cc2ccccc2)CC1	3	-6	-2	9	0.91	18	-12	3	-1
CNC(=O)C(=O)Nc1ccc2c(c1)N(S(=O)(=O)c1cccs1)CCC2	5	-6	0	0	1	0	22	0	25
CCC(=O)N1c2ccc(S(=O)(=O)N3CCN(c4cc(C)ccc4C)CC3)cc2CC1C (stereo not given)	1	-5	-3	-4	1	17	10	-2	32
S=C(NCc1ccc(Cl)cc1Cl)Nc1ccccc1	41	0	-3	-135	2.4*	-11	18	-6	-4
CSCCC(NC(=O)c1ccccc1Cl)C(=O)NCCOc1ccccc1 (stereo not given)	13	-8	6	-5	1.1	-10	8	-3	9
CN(c1ccccc1)S(=O)(=O)c1cccc(NC(=O)c2cc(=O)c3ccccc3o2)c1	-5	3	27	4	0.96	12	8	-2	-2
CCc1ccc(N(C(=O)Cc2cccs2)C(C(=O)NC2CCCCC2)c2cn(C)nc2C)cc1 (stereo not given)	-1	-8	-7	2	0.98	8	9	-2	16
CCOC(=O)Nc1cccnc1Sc1ccc(Cl)cc1	16	0	7	0	1	-10	-17	-3	-2
(cont.)
SMILES	NALP3 yeast inh	A3G deaminase	A3A deaminase	mIAP inh	mIAP activ	hIAP block	TIM10 inh	beta cell repl	tim10-1 inh
COC(=O)c1sccc1NC(=O)c1c(Cl)cccc1Cl	19	0	-1	0	1	-4	-37	-4	-2
Fc1ccc2c(c1)C(c1ccncc1)=NNC(c1cccnc1)=N2	-6	-6	2	8	0.92	-12	6	2	13
COc1ccc(S(=O)(=O)Nc2ccc3c(c2)n(C)c(=O)n3C)cc1F	21	-10	-5	4	0.96	-7	-13	2	25
CC(C)[C@H](NC(=O)[C@@H]1CSC2c3ccccc3C(=O)N21)C(=O)NCC1CCCO1 (stereo not given in full)	-4	0	-2	11	0.89	0	3	-3	-4
CC1CCN(CCc2nc3cc(NC(=O)C(C)C)ccc3n2C)CC1	7	-6	-2	-2	1	-6	8	-1	-11
COc1ccc(-n2cnnc2SCCC#N)cc1	19	-2	-1	3	0.97	-1	-20	1	16
O=C(NCC1COc2ccccc2O1)c1cccc(S(=O)(=O)N2CCN(c3ccccc3)CC2)c1 (stereo not given)	1	-10	-4	8	0.92	22	21	-4	32
Cc1ccccc1NC(=O)Cc1c(O)c2ccccc2[nH]c1=O	22	-4	-2	-4	1	-13	0	0	3
C=CCC1(CC=C)CCCN1C(=O)C1CCC(=O)N(CCc2ccccc2)C1 (stereo not given)	17	0	3	-6	1.1	-21	24	-7	18
CCOc1ccc(S(=O)(=O)Nc2ccc(S(=O)(=O)N3CCCCC3)cc2)cc1	17	1	2	0	1	14	5	0	28
Cc1csc(=O)n1CC(=O)OCc1nnc(-c2ccccc2)o1	16	-1	2	-3	1	3	-1	2	-6
